mIAP block: mouse IAP inhibition | actives 0.2% (n = 330,000) | inhibition, % at 10 µM | purified mouse IAP, CDP-Star luminescence, 30 min;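 active means inhibition of at least 40% at 10 µM in the primary screen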;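 further: plate controls were DMSO with enzyme for no effect and no enzyme wells for full effect; values of inactives mirror those of a sister screen read the other way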
HKDC1 inhibitor: inhibitors of human hexokinase HKDC1 | Q2TB90 | recombinant HKDC1, G6PDH/diaphorase resazurin coupled fluorescence | inhibition, % at 20 µM | actives 0.16% (n = 340,000) | AID 493160;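 active means inhibition above about 35% when tested at 20 µM, limit read from the data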;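 further: plate controls were DMSO wells with enzyme for no effect and DMSO wells lacking enzyme for full effect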
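Assay system: recombinant HKDC1 hexokinase; detection: coupled resazurin fluorescence, excitation 525 nm, emission 613 nm; benchmarks: DMSO-plus-enzyme-mix negative control, buffer-substituted positive control; compound dosing: single 20 µM dose; schedule: 90 min at room temperature in dark; also added: glucose plus 1 mM ATP as hexokinase substrates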
mIAP activ: mouse IAP activation | muIAP, CDP-Star luminescence, 30 min; active compounds read high; 1 = vehicle-only enzyme signal, 0 = enzyme-free wells | activation factor at 10 µM | actives 0.24% (n = 330,000) | AID 2805;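 active means activation factor of at least 2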; further: the source names both 10 and 20 µM as test concentration; values of inactives mirror those of a sister screen read the other way
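also added = chemiluminescent substrate CDP-Star | test system = mouse IAP enzyme | signal = chemiluminescence readout | compound = DMSO-dissolved test compounds | incubation = 30 min at room temperature | benchmarks = DMSO wells, no-enzyme wells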
hIAP act: human IAP activation. AID 2524. purified human IAP, CDP-Star luminescence, 30 min; active compounds read high; 1 = vehicle-only enzyme, 0 = enzyme-free background. activation factor at 10 µM. actives 0.16% (n = 330,000). P09923;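 active means activation factor of the enzyme at least 2-fold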; further: the source names both 10 and 20 µM as test concentration; values of inactives mirror those of a sister screen read the other way
Target sequence (P09923 whole entry, looked up): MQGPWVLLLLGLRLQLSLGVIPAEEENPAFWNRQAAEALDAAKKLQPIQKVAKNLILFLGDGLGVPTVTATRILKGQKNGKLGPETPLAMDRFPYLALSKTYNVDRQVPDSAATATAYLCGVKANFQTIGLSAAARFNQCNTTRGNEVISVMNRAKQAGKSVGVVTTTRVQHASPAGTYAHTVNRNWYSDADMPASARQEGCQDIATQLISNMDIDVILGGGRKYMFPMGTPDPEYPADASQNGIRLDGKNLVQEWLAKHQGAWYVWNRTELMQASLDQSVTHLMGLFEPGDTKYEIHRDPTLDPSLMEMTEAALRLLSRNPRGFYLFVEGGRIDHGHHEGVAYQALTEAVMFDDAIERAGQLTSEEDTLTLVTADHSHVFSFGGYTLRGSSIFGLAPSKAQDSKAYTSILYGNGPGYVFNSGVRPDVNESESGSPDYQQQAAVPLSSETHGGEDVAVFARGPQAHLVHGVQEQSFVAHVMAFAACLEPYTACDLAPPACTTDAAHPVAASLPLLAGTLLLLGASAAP
hIAP block: blocks human intestinal alkaline phosphatase; P09923; purified IAP, CDP-Star luminescence, 30 min; inhibition, % at 10 µM; actives 0.12% (n = 330,000); AID 2544;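 active means inhibition reaching a set limit with compound at 10 µM in the primary screen, cut at about 35% in these data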;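 further: plate controls were DMSO wells with enzyme for no effect and no-enzyme buffer wells for full effect; values of inactives mirror those of a sister screen read the other way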
A3A deaminase: inhibitors of human APOBEC3A DNA deaminase; P31941; recombinant A3A, FAM/TAMRA ssDNA deamination fluorescence; inhibition, % at 20 µM; actives 0.41% (n = 330,000);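 active means at least 40% inhibition at 20 µM here, with at most 30% in a related deaminase screen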;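 further: plate controls were A3A with DMSO for no effect and wells lacking A3A enzyme for full effect; some results filed as inactive read as strong as hits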
PfGluPho inh: PfG6PD (Plasmodium falciparum) enzyme inhibition | PfGluPho enzyme, NADPH resazurin-diaphorase fluorescence | inhibition, % at 20 µM | actives 0.78% (n = 350,000) | AID 504690;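 active means inhibition reaching at least a set limit at 20 µM in the primary screen, cut at about 59% in these data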;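 further: 0% = DMSO wells with substrate and 100% = DMSO wells lacking glucose-6-phosphate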
ATG4B inhibitor: ATG4B (human) cysteine protease inhibition; inhibition, % at 8.33 µM; Q9Y4P1; AID 504462; ATG4B cleavage of LC3-PLA2, NBD-HPC fluorescence, 1 h; actives 0.51% (n = 340,000); in the data active means inhibition above about 40%
Target sequence (Q9Y4P1 whole entry, looked up): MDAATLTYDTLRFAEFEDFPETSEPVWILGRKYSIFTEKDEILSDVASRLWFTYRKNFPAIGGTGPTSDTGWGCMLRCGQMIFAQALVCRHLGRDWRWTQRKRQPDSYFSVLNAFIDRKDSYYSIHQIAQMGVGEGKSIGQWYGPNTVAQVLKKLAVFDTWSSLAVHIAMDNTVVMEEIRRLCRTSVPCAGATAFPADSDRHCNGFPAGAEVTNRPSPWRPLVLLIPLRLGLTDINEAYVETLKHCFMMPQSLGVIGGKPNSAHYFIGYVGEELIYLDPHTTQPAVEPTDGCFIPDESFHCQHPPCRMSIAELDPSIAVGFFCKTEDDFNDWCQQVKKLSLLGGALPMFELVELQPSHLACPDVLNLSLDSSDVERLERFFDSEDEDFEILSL
* marks the source's active call; other numbers are inactive results.

mIAP block,HKDC1 inhibitor,mIAP activ,hIAP act,hIAP block,A3A deaminase,PfGluPho inh,ATG4B inhibitor,Compound
-5,-5,1.1,0.87,13,3,-3,-11,O=C(NCCC(=O)N1CCN(S(=O)(=O)c2ccccc2F)CC1)Nc1ccccc1
6,-7,0.94,1.1,-9,0,-11,-7,CCOC(=O)[C@@H]1[C@H]2COc3ccccc3[C@@H]2N2C(=O)N(c3ccccc3)C(=O)[C@]12C
15,-4,0.85,1.2,-21,2,1,-6,Cc1nnc(SCC(=O)NCc2ccccc2)s1
18,-4,0.82,0.95,4,6,5,-8,CCOc1ccc(-c2cc(N)n(S(=O)(=O)c3cccc4nsnc34)n2)cc1
36,5,0.64,0.87,13,4,12,1,CC(=O)c1ccc(NC(=O)COC(=O)c2ccccc2N=Nc2ccc(N(C)C)cc2)cc1
2,0,0.98,1.1,-6,-4,23,-24,Cc1c(C(=O)N2CCN(C(=O)c3ccco3)CC2)sc2nc(-c3ccc(F)cc3)cn12
1,2,0.99,1.1,-11,1,26,-15,Cn1c(N)c(C(=O)COC(=O)C2CCC(C(C)(C)C)CC2)c(=O)n(C)c1=O (stereo not given)
4,5,0.96,1.1,-11,2,-17,-9,Cc1ccc2c(c1)nnn2C1CCN(S(=O)(=O)c2ccc(C(=O)N(C)C3CCCCC3)cc2)CC1
3,2,0.97,0.94,6,2,-21,-5,CC1=CC(C)(C)N2C(=O)C3(SCC(=O)N3c3ccc(O)cc3)c3cc(C)cc1c32 (stereo not given)
11,-3,0.89,1.1,-7,6,-4,-9,COCc1cc(C)nc(SCC(=O)Nc2cc3c(cc2C#N)OCO3)c1C#N
0,-6,1,0.93,7,-7,8,-4,O=C(NC1CCCC1)c1cc2ccccc2o1
2,-5,0.97,1.3,-32,-6,-13,-4,CC(C)(C)OC(=O)NNC(=S)NC1CCCCC1
10,-4,0.9,0.9,10,2,3,-5,Cc1ccccc1NC(=O)c1cccc(S(=O)(=O)N2CCOCC2)c1
-3,5,1,1.1,-8,1,3,-9,O=C(Nc1nc(-c2ccncc2)cs1)c1ccc(S(=O)(=O)N2CCOCC2)cc1
8,0,0.92,0.79,21,-2,27,-2,O=C(c1ccc([N+](=O)[O-])o1)N1CCN(c2nc3c(Cl)cccc3s2)CC1
8,0,0.92,1.3,-27,-3,-5,-7,Cc1ccc(C(=O)N(C)c2ccc(OCC(=O)N3c4ccc(C)cc4C4CN(C)CCC43)cc2)cc1 (stereo not given)
6,-5,0.94,0.87,13,-4,14,-5,COc1ccc(-n2nc(C(=O)NCC(=O)NCCCN3CCOCC3)c3ccccc3c2=O)cc1Cl
-6,1,1.1,0.79,21,-2,2,19,CCOc1ccc(-c2nnc(Nc3ccc(OC)c(C(=O)N4CCCCC4)c3)c3ccccc23)cc1
-4,-1,1,0.97,3,-3,-7,2,O=C(O)c1ccccc1Nc1ccccc1
5,3,0.95,0.99,1,-2,-20,-4,O=C(COC(=O)c1ccc(S(=O)(=O)N2CCCC2)cc1)NCc1ccccc1
3,-6,0.97,1,-2,-3,-12,-5,Cc1ccccc1SCC(=O)NNC(=O)c1ccncc1
2,-3,0.98,0.95,5,4,9,-10,CCN(CC)S(=O)(=O)c1ccc(N2CCCC2)c(NC(=O)C2CCCCC2)c1
2,12,0.98,1.1,-11,-3,-18,9,Cc1ccc(C(=O)NC2c3ccccc3-c3ccccc32)cc1
16,9,0.84,0.95,5,3,9,6,COc1cc(/C=C2/C(=N)N3N=C(C)SC3=NC2=O)ccc1OS(=O)(=O)c1ccc(C)cc1
-1,-4,1,0.97,3,-1,4,-3,COc1cc(CC(=O)OCC(=O)Nc2ccc(N(C)C)cc2)cc(OC)c1OC
2,0,0.98,0.88,12,1,-3,-1,COc1ccc(NC(=O)NC(c2ccccc2)c2ccccc2)c(OC)c1
-1,2,1,0.88,12,1,-7,2,COc1ccc(N2CC(C(=O)N3CCN(C)CC3)CC2=O)cc1 (stereo not given)
0,-9,1,1,-3,-3,-4,-12,CC(=O)Nc1ccc(S(=O)(=O)NCCOc2ccc(Cl)cc2C)cc1
13,-1,0.87,0.98,2,3,5,-7,CCOC(=O)C(NC(C)=O)C(OC(C)=O)c1cccc(N(CCO)CCO)c1 (stereo not given)
2,-8,0.98,1.2,-15,5,8,-6,CCCCOc1ccc(C(O)(CCC)CCN2CCOCC2)cc1 (stereo not given)
-1,3,1,0.94,6,1,13,-2,COc1ccc2ccccc2c1CNC(=O)CC1C(=O)NCCN1CC(C)(C)C (stereo not given)
0,-5,1,1,-2,-5,-2,-8,Cc1ccc(-c2nc(CS(=O)CC(=O)NC3CC3)c(C)o2)cc1 (stereo not given)
-6,-7,1.1,0.91,9,-8,36,5,C=CCn1c(CNS(=O)(=O)c2ccc(F)cc2)n[nH]c1=S
7,-3,0.93,1,-3,-5,9,-13,Cn1c(Cl)c(C(=O)Nc2ccccc2)c2ccccc21
-31,-1,1.3,1,-2,-10,-5,52*,Cc1c(Cl)cccc1NC(=S)N1CCCN(Cc2ccc(F)cc2)C1
11,-8,0.89,0.95,5,-2,54,0,O=[N+]([O-])c1ccc(C(=S)N2CCN(c3ccc(F)cc3)CC2)cc1
-21,-7,1.2,1.1,-6,-1,7,3,O=Nc1onc(-c2ccc([N+](=O)[O-])cc2)c1NO
0,3,1,1.1,-10,-2,2,4,Cc1cc(S(=O)(=O)Nc2ccc(C(=O)N3CC(C)OC(C)C3)cc2)ccc1F (stereo not given)
-7,-8,1.1,1.1,-8,-2,8,-9,CCOc1ccc(C(=S)N2CCOCC2)cc1OCC
0,-3,1,1,-3,-6,-5,-4,COc1ccc(-c2cc(C(=O)Nc3ccc(S(=O)(=O)Nc4onc(C)c4C)cc3)c3ccccc3n2)cc1OC
10,6,0.9,1.1,-6,-2,5,-9,O=C(CN1CCOCC1)N(c1ccccc1)c1ccc2ccccc2c1
-10,-2,1.1,1.2,-23,0,-11,-10,COc1ccc(C2(c3ccc(OC)cc3)NC(=O)N(CC(=O)Nc3ccc(C(=O)N(C)C)cc3)C2=O)cc1
-2,0,1,1,-3,-1,-2,-15,O=C(COc1ccc(Cl)cc1)NCc1nnc(SCC(=O)Nc2ccccc2)o1
0,-2,1,1,0,-5,11,-2,Cc1ccc(S(=O)(=O)N2CCN(C(=O)COC(=O)CC(C)c3ccccc3)CC2)c(C)c1 (stereo not given)
-3,-1,1,1.1,-9,-3,-5,-9,NC(=O)CN1CCN(c2ccccc2F)CC1
-7,5,1.1,1.4,-38,-4,14,-6,Cn1c2c(c(=O)n(C)c1=O)CN(Cc1ccc3c(c1)OCO3)CN2
4,-5,0.96,1,0,-2,-1,-13,Cn1nc(C(=O)NCc2ccccc2CN2CCCC2)c2ccccc2c1=O
-1,-7,1,1,-2,-6,-16,4,COCCN(C(=O)CSc1ncccn1)c1c(N)n(Cc2ccccc2)c(=O)[nH]c1=O
-17,-3,1.2,0.85,15,3,-1,-14,Cc1ccc(S(=O)(=O)NC(=O)Nc2ccc(C)cc2C)cc1
-14,-2,1.1,1.1,-12,-1,6,-6,Cc1cccc(CC(=O)NCCn2c(C)cc3ccccc32)c1
9,-8,0.91,0.93,7,-1,-5,5,CCOC(=O)C1CCCN(C(=O)c2ccc([N+](=O)[O-])cc2)C1 (stereo not given)
2,0,0.98,0.79,21,-5,-10,0,CCOc1ccccc1N(C)C(=O)C1CCN(S(=O)(=O)c2cccc3nonc23)CC1
-6,-1,1.1,0.94,6,-1,1,-8,CC(NC(=O)C1CCN(C(=O)Nc2ccccc2)CC1)c1ccc(Cl)cc1 (stereo not given)
5,-4,0.95,1,-5,-4,-13,-2,CCOC(=O)/C(=N/Nc1ccc(Cl)cc1)Sc1nnnn1-c1ccc(C)cc1
0,-8,1,1,-4,-2,12,-9,CC(=O)NC1C(=O)N=C(SC(C)C(=O)Nc2cccc(Cl)c2)NC1=O (stereo not given)
2,7,0.98,1.1,-5,0,43,-1,CCn1c(SCC(=O)NCc2ccc3c(c2)OCO3)nc2c(c1=O)SCC2
-14,1,1.1,1.1,-11,0,-9,-10,N#Cc1ccc(C(=O)NCC(c2ccco2)N2CCCCC2)cc1 (stereo not given)
0,-5,1,1.1,-10,-2,-2,-13,NC(=O)c1ccc(NC(=O)CCC(=O)N2CCN(S(=O)(=O)c3ccc(Cl)cc3)CC2)cc1
-2,0,1,0.95,5,-3,-19,7,CC1(C)C(=O)N(c2ccccc2)C1c1ccccc1O (stereo not given)
3,-2,0.97,0.97,3,-1,14,8,COC(=O)c1cc(OC)c(OC)cc1NC(=S)Nc1cccc(Cl)c1

Ordered by the number under ATG4B inhibitor (falling): four of the compounds above.
SMILES	mIAP block	HKDC1 inhibitor	mIAP activ	hIAP act	hIAP block	A3A deaminase	PfGluPho inh	ATG4B inhibitor
COc1ccc2ccccc2c1CNC(=O)CC1C(=O)NCCN1CC(C)(C)C (stereo not given)	-1	3	1	0.94	6	1	13	-2
NC(=O)CN1CCN(c2ccccc2F)CC1	-3	-1	1	1.1	-9	-3	-5	-9
Cn1c(Cl)c(C(=O)Nc2ccccc2)c2ccccc21	7	-3	0.93	1	-3	-5	9	-13
O=C(COc1ccc(Cl)cc1)NCc1nnc(SCC(=O)Nc2ccccc2)o1	-2	0	1	1	-3	-1	-2	-15

Further entries follow:
mIAP block,HKDC1 inhibitor,mIAP activ,hIAP act,hIAP block,A3A deaminase,PfGluPho inh,ATG4B inhibitor,Compound
4,-8,0.95,1.1,-5,0,37,-6,CN(C)CCNC(=O)/C(=C/c1ccc(-c2cccc(Cl)c2)o1)NC(=O)c1ccccc1
-6,-3,1.1,0.91,9,0,-12,-5,CC(C)C[C@@H](C(=O)O)N(Cc1cccc(CN([C@@H](CC(C)C)C(=O)O)S(C)(=O)=O)c1)S(C)(=O)=O
5,-9,0.95,0.83,17,-1,-6,-16,CCCCNC(=O)Cn1cnc([N+](=O)[O-])n1
5,-6,0.95,0.93,7,-6,48,51*,COc1ccc(Cc2nnc(NC(=O)c3cccc([N+](=O)[O-])c3)s2)cc1
-2,-7,1,1.1,-10,-4,-11,-2,COc1ccc(NC(=O)CC(C(=O)O)C(C)c2ccccc2)cc1 (stereo not given)
4,-9,0.96,0.77,23,3,-11,-2,Cc1ccc(C(NC(=O)/C=C\c2ccc3c(c2)OCO3)C(=O)Nc2ccc3c(c2)OCO3)cc1 (stereo not given)
11,-1,0.89,1,-2,-5,9,8,CCc1ccc(-c2cc(C)no2)cc1S(=O)(=O)N1CCN(c2ccc(OC)cc2)CC1
5,-4,0.95,0.96,4,1,69*,3,O=C(c1ccccc1)c1c[nH]c(C(=O)NNc2ccccc2)c1
5,-1,0.95,1.2,-24,11,-2,5,Cc1cccc(NC(=O)CCc2nnc3ccc(NCc4ccco4)nn23)n1
10,5,0.9,1.1,-7,9,34,-9,CCn1c(SCc2cc(=O)n3ccsc3n2)nc2ccccc21
-4,-4,1,1.2,-16,-2,13,-8,C/C(O)=C(/C=Nc1ccccc1)C(=O)Nc1ccccc1
8,0,0.92,1,0,-4,9,3,[O-][n+]1c(/C=C/c2ccccc2)ccc2ccccc21
8,-8,0.92,0.87,13,1,9,2,CC1(C)CC(=O)C(C2c3ccccc3Oc3ccccc32)C(=O)C1

3 compounds from above with just hIAP block and PfGluPho inh.
SMILES | hIAP block | PfGluPho inh
C/C(O)=C(/C=Nc1ccccc1)C(=O)Nc1ccccc1 | -16 | 13
[O-][n+]1c(/C=C/c2ccccc2)ccc2ccccc21 | 0 | 9
CC1(C)CC(=O)C(C2c3ccccc3Oc3ccccc32)C(=O)C1 | 13 | 9

Screening results (PubChem BioAssay)
